FLuc modulator – firefly luciferase modulation, counter-screen for miR-21 project; purified FLuc, Km substrates, luminescence inhibition; Potency, µM (titrated, usually from 57.5 µM), for inactives: at the highest dose activity change, negative = inhibition, hits mostly inhibitors; 360,000 tested, 6.9% active; active = well fitted inhibition curve with a large enough effect; inconclusive = small, poorly fitted or top-dose-only effect;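 note: plate controls were vehicle for no effect and reference inhibitor for full effect; nearly all actives have a fitted effect of over 55% in size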
Target sequence (P08659 whole entry, looked up): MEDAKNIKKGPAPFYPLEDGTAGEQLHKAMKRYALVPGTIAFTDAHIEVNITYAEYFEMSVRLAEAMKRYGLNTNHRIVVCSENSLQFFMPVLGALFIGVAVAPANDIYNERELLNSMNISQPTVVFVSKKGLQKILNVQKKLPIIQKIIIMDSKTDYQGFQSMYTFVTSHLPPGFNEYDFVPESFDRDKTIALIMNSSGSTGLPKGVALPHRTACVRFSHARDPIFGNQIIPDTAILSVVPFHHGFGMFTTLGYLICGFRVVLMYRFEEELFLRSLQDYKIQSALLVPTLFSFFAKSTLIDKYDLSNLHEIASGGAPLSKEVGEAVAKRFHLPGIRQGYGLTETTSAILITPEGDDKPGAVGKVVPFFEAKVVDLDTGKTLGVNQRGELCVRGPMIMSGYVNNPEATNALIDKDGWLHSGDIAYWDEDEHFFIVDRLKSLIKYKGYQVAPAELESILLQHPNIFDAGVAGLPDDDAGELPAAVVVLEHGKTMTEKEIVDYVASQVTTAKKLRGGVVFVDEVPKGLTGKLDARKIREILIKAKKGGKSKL
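Biochemical qHTS of compounds, final roughly 60 µM downward over six points, against 10 nM purified firefly luciferase using Km concentrations of substrates (10 uM D-luciferin, 10 uM ATP) in Tris acetate pH 7.5 buffer; luminescence output.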
Active calls of the source: *; ? = inconclusive. Potency is the fitted concentration of half-maximal effect. Not all compounds are listed (hit frequency here may not be typical).

SMILES	FLuc modulator
COc1ccc(OC)c(NC(=O)c2ccc(-c3nc(COc4ccccc4)c(C)o3)cc2)c1	-5.1%
CCc1ccc(Nc2nn3c(=O)c4cc5c(cc4nc3s2)OCO5)cc1	-6.8%
COc1cc(NC(=O)CC(c2cccs2)N2Cc3ccccc3C2=O)cc(OC)c1OC (configuration not stated)	-10.2%
O=C(NCc1cccc(Br)c1)c1cccn1-c1nnc(N2CCCCC2)s1	?
COc1ccc(NC(=O)CCCN2C(=O)COc3ccc(C)cc32)cc1OC	-10.7%
COc1ccc(Nc2oc(/C=C/c3cccc(OC)c3)nc2C#N)cc1	-16.1%
CC(=O)c1ccc(NC(=O)c2nn(C)c3c2CS(=O)(=O)c2ccccc2-3)cc1	-6.0%
Cc1ccc(NC(=O)Cn2c(=O)n(Cc3nc(C)no3)c(=O)c3cc4c(cc32)OCO4)cc1	-0.3%
CC(=O)N1CCc2c(sc3c2c(=O)n(-c2cccc(Cl)c2)c(=O)n3Cc2ccc(F)cc2Cl)C1	6.0%
CCOC(=O)CSc1nc2cc3c(cc2c(=O)n1CCCC(=O)NCCc1ccc(OC)c(OC)c1)OCO3	4.5%
Cc1ccc(C(=O)Nc2ccccc2C(=O)OCc2cc(=O)n3nc(C4CC4)sc3n2)cc1	-0.8%
N#Cc1ccc(CSc2nnc(-c3ccc(Br)cc3)o2)cc1	6.4%
Cc1ccc(C)c(N2CCN(c3ncnc4c3nc3n4CCCC3)CC2)c1	-8.8%
COc1ccccc1CNC(=O)CSc1nc(=O)[nH]c2c1CCCC2	1.4%
Cc1ccc2c(c1)C(=O)C(=O)N2Cc1ccc(OCCC(C)C)cc1	-3.4%
Cc1cccc(-c2nc(-c3ccc4c(c3)[nH]c(=O)n4C)no2)c1	1.1%
CC(C)Oc1ccc(C(=O)N2CC(=O)Nc3ccc(F)cc3C2c2ccc(F)cc2)cc1 (configuration not stated)	-2.1%
CCC(=O)NCC(c1ccc2c(c1)OCO2)N1CCN(c2ccccc2)CC1 (configuration not stated)	-1.8%
Cc1ccccc1CNC(=O)C(=O)NCC(c1cccs1)S(=O)(=O)c1ccc(Cl)cc1 (configuration not stated)	0.7%
O=C(Nc1ccc(F)cc1F)C(Cc1ccccc1)N1Cc2ccccc2C1=O (configuration not stated)	-6.5%
Cc1cc(=O)c2cc(C(=O)Nc3ccc(C)c(C)c3)ccc2[nH]1	4.0%
COc1cc(C2c3c(-c4cc(C)ccc4O)n[nH]c3C(=O)N2CCCO)ccc1OCCC(C)C (configuration not stated)	-1.8%
CCN1CCc2c(sc(-n3cccc3)c2C(C)NC(=O)Nc2ccccc2C)C1 (configuration not stated)	-1.0%
COc1ccc(OC)c(/C=C(/C#N)c2nc(-c3ccc(-c4ccccc4)cc3)cs2)c1	5.4%
Cc1ccc(Cn2c(SCC(=O)C(C)(C)C)nc3ccsc3c2=O)cc1	1.1%
CCn1cc(C(=O)NCc2ccccc2Cl)c(=O)c2cc(S(=O)(=O)N3CCc4ccccc4C3)ccc21	5.1%
Cc1cc(C)cc(NC(=O)CSCc2cc(=O)c3cc(Cl)ccc3[nH]2)c1	-6.1%
CCOc1ccc(CNS(=O)(=O)c2cc(-c3cc(C)no3)ccc2C)cc1OC	-1.2%
CCN(Cc1ccccc1)C(=O)c1cnn(-c2ccc(F)cc2)c1-n1cccc1	-1.9%
CCc1cccc(NC(=O)CCc2c(C)nc3c(-c4ccccc4)c(C)nn3c2C)c1	?
Cn1cc(S(=O)(=O)c2cccc(Cl)c2)c(=O)c2cc(F)c(N3CCCCCC3)cc21	-1.2%
Cc1oc2ncnc(N3CCOCC3)c2c1C(=O)N(Cc1ccccc1)C(C)C	-4.9%
COC(=O)c1sc(NC(=O)c2cc3nc(-c4ccc(Br)cc4)cc(C(F)(F)F)n3n2)c(C(=O)OC)c1C	-2.7%
Cc1ccccc1OCC(=O)Nc1ccc2nc(SCC(N)=O)sc2c1	?
CCOC(=O)c1cccc(NS(=O)(=O)c2cc3[nH]c(=O)c(=O)[nH]c3cc2C)c1	?
Cc1ccc(N(Cc2cccs2)C(=O)c2ccco2)cc1	-19.6%
Cc1ccc(C)c(NC(=O)CSc2nnc(CNC(=O)c3ccccc3)n2-c2ccccc2)c1	-1.1%
Cc1cn(S(=O)(=O)c2ccc(F)c(Cl)c2)cn1	-13.1%
Cc1cc2n(n1)CCCN2C(=O)Nc1ccc(Cl)cc1	?
CC(=O)N1CCCc2cc(S(=O)(=O)N3CCC(C(=O)N(C)C4CCCCC4)CC3)ccc21	0.1%
COc1ccc(C)cc1NS(=O)(=O)c1ccc2oc(=O)c3ncn(C)c3c2c1	-0.1%
CC(C)n1c(=O)c2oc3ccccc3c2n(Cc2ccccc2F)c1=O	-17.8%
COc1ccc(-c2c(C#N)c(SCC(=O)Nc3ccc(C)c(C)c3)nc(C)c2C(=O)Nc2ccc(Cl)cc2)cc1	-0.6%
CCc1ccc(C(=O)c2cn(CC(=O)NCCc3ccc(OC)c(OC)c3)c3nc(C)ccc3c2=O)cc1	-13.1%
CN(Cc1ccccc1)c1ccc(-c2nc(-c3cccnc3)no2)cc1[N+](=O)[O-]	?
CCOC(=O)c1cc2c(=O)n3ccccc3nc2n(Cc2ccco2)c1=NC(=O)c1ccc(Br)cc1	-0.1%
COc1ccc(-c2cc(C(F)(F)F)n3nc(C)c(-c4ccccc4)c3n2)cc1OC	3.5%
CCc1ccccc1NC(=O)Nc1nnc(N2CCCC2)s1	-8.9%
CSc1ccc(CCNC(=O)C2CCN(c3nc4ccccc4nc3C(F)(F)F)CC2)cc1	2.0%
CC(=O)c1c(C)oc2c(Cl)cc(NS(=O)(=O)c3cc(C)c(C)cc3C)cc12	-2.0%

For convenience, part of the list above.
SMILES	FLuc modulator
COc1ccc(C)cc1NS(=O)(=O)c1ccc2oc(=O)c3ncn(C)c3c2c1	-0.1%
CC(C)n1c(=O)c2oc3ccccc3c2n(Cc2ccccc2F)c1=O	-17.8%
COc1ccc(-c2c(C#N)c(SCC(=O)Nc3ccc(C)c(C)c3)nc(C)c2C(=O)Nc2ccc(Cl)cc2)cc1	-0.6%
CCc1ccc(C(=O)c2cn(CC(=O)NCCc3ccc(OC)c(OC)c3)c3nc(C)ccc3c2=O)cc1	-13.1%

(further entries)
SMILES	FLuc modulator
Cn1c(=O)c2c(nc(NCc3ccccc3)n2Cc2ccccc2)n(C)c1=O	-8.2%
COc1cc(NC(=O)CSc2nc3ccccc3nc2Cc2ccc(Cl)cc2)cc(OC)c1	-0.8%
O=C(Nc1ccc(Br)cc1)c1ccc(Br)c(S(=O)(=O)NCc2ccccc2)c1	-6.2%
COCCN1C(=O)c2oc3ccc(C)cc3c(=O)c2C12C(=O)N(C)c1ccccc12 (configuration not stated)	-6.3%
Cc1nc2cccnc2n1-c1cccc(C(=O)N2CCN(c3ccc(Cl)cc3)CC2)c1	-8.9%
COc1ccc(NC(=O)c2oc3ccccc3c2NC(=O)C23CC4CC(CC(C4)C2)C3)cc1	-1.8%
COc1ccc(CNC(=O)c2ccc(NC(=O)N3CCSc4ncccc43)cc2)cc1OC	-1.1%
CCCOc1ccc(NC(=O)CC2C(=O)N(c3cccc(C)c3)C(=O)N2CCc2ccncc2)cc1 (configuration not stated)	5.1%
COc1ccc(-c2nc(Cn3c(=O)cc(-c4ccccc4)c4c(C)nn(C)c43)c(C)o2)cc1OC	-0.1%
COc1ccc(C(=O)Nc2nc3n(n2)C(c2ccccc2)C=C(c2ccccc2)N3)cc1 (configuration not stated)	?
CC1(C)CC(=O)c2cc(-c3nc(-c4ccc(Cl)cc4)cs3)c(=O)[nH]c2C1	-0.5%
COc1cccc(-c2nc(CS(=O)(=O)CC(=O)NCCc3ccc(Cl)cc3)c(C)o2)c1	-3.7%
Cc1c(CNC(C)CCc2ccccc2)c(C(=O)O)c(C)n1Cc1ccc(F)cc1 (configuration not stated)	-0.3%
CCOc1ccc(S(=O)(=O)NCCc2csc3nc(-c4ccc(OC)c(OC)c4)nn23)cc1	-11.6%
CCc1ccc(CNC(=O)c2cccc(-n3cnc4cccnc43)c2C)cc1	3.9%
CCOC(=O)c1c(S(=O)(=O)N2CCCC(C(=O)NCc3ccc(F)cc3)C2)c(C)n(CC)c1C (configuration not stated)	5.4%
CCC(=O)N1CCc2cc(Br)cc(S(=O)(=O)N3CCN(c4cccc(Cl)c4)CC3)c21	1.2%
CCOC(=O)c1ccc(CSc2nnc3cc(C)c4ccccc4n23)cc1	-16.9%
Cc1cc(NC(=O)COc2ccccc2)cc(-c2nc3ccccc3o2)c1O	-6.5%
Cc1ccc(C)c(-n2nnc(C(=O)Nc3ccc(Br)cc3)c2C)c1	0.5%
CN(C)S(=O)(=O)c1ccc2c(c1)N(CC(=O)N1CCN(c3ccc(F)cc3)CC1)CCS2	-4.0%
O=C(CC1C(=O)OCCN1Cc1ccccc1)Nc1ccc(F)cc1 (configuration not stated)	-1.5%
Cc1ccc(NC(=O)C2CCN(c3nc4ccccc4[nH]3)CC2)c(C)c1	2.7%
CSc1cccc(NC(=O)c2cc3c(COC(C)=O)cnc(C)c3oc2=O)c1	-0.6%
CCc1ccc(NC(=O)c2ccc(-c3ccccc3)s2)cc1	0.1%
COc1ccc(NC(=O)CSc2nc3ccccc3n2Cc2cccc(OC)c2)cc1	-12.4%
COc1ccc(-n2ccn(Cc3ccccc3C)c(=O)c2=O)cc1	-3.4%
Cc1ccc(CSc2cn(CCNC(=O)c3cccs3)c3ccccc23)cc1	-11.2%
COc1cccc(Cn2c(CNS(=O)(=O)c3ccc(Cl)s3)nc3cccnc32)c1	-12.6%
CC(=O)c1c(C)oc2ccc(NS(=O)(=O)c3ccc(C(C)C)cc3)cc12	-4.4%
Cc1ccc(-n2c(SCC(=O)Nc3cccc(F)c3)nc3c(oc4ccccc43)c2=O)cc1C	-9.1%
CCOC(=O)c1cnc2c(Cl)cc(Cl)cc2c1Nc1ccccc1OC	-0.4%
CCCC(=O)N1c2ccccc2-c2nnc(SC)nc2OC1c1sccc1C (configuration not stated)	-2.9%
Cc1cccc(NC(=O)C(=O)NCC(c2ccc3c(c2)OCO3)N2CCOCC2)c1C (configuration not stated)	-4.8%
COCCCNC(=O)C1CCCN(c2nn3cc(-c4ccc(C)cc4)nc3s2)C1 (configuration not stated)	8.49µM*
CCCS(=O)(=O)c1ncc(Cl)c(C(=O)Nc2c(C(=O)c3ccccc3)oc3ccccc23)n1	0.4%
N#Cc1ccccc1S(=O)(=O)N1CCCC(c2nc3c(nnn3Cc3cccc(Cl)c3)c(=O)[nH]2)C1 (configuration not stated)	-17.8%
Cn1c(=O)c(=O)n(C)c2cc(C(=O)NCc3ccccc3Cl)ccc21	-10.0%
Clc1ccc(-c2nnn3c2nc(NC2CCCCC2)c2ccccc23)cc1	4.8%
COC(=O)c1ccccc1NC(=O)Cn1c(=O)n(CCCC(=O)NCc2ccccc2Cl)c(=O)c2ccccc21	-0.3%
COc1ccc(OC)c(NC(=O)Cn2cc(C(=O)c3cccs3)c3ccccc32)c1	-15.6%
Cc1cccc(N2CCN(c3c(CN4CCCC4)c(=O)oc4ccccc34)CC2)c1C	-0.5%
Cc1ccc(C)c(N2CCN(C(=O)Cn3nc(C)c4sc5ccccc5c4c3=O)CC2)c1	3.4%
COc1ccccc1CNC(=O)c1cn(C)c2ccc(S(=O)(=O)N3CCC(C)CC3)cc2c1=O	5.4%
Cc1ccc(C(=O)Nc2ccc(S(=O)(=O)N3CCC(c4nc5ccccc5s4)CC3)cc2)cc1	-4.6%
Cn1c(=O)c2c(nc(CN3CCN(c4ccccc4F)CC3)n2Cc2ccccc2F)n(C)c1=O	-8.7%
Cc1ccc2occ(CC(=O)Nc3ccc(S(=O)(=O)N4CCCC(C)C4)cc3)c2c1 (configuration not stated)	-6.6%
CCOc1ccc(NC(=O)Cn2cc(C(=O)c3ccc(C)cc3)c(=O)c3cc4c(cc32)OCO4)cc1	1.8%
COC(=O)Cn1c(=NC(=O)c2ccc3c(c2)OCCO3)sc2ccccc21	8.49µM*
COc1ccc(N2CCN(Cc3cccn3-c3nnc(N4CCN(C5CCCCC5)CC4)s3)CC2)cc1	-4.8%
(next part)
SMILES	FLuc modulator
O=C(Cc1ccc(NC(=O)N2CCCCc3ccccc32)cc1)NCc1cccc(Br)c1	?
CCCCSCCCNC(=O)c1cc(-c2cccnc2)nc2ccc(S(=O)(=O)N3CCC(C)CC3)cc12	6.4%
O=S(=O)(NCCc1ccc(Cl)cc1)c1ccc(N2CCCCS2(=O)=O)cc1	-1.1%
COc1ccc(-n2c(=O)c3c4c(sc3n(Cc3ccccc3)c2=O)CN(C(C)=O)CC4)cc1OC	-7.4%
CCCCCn1c(=O)[nH]c2cc(C(=O)NCc3ccc(OC)cc3)ccc2c1=O	0.5%
O=S(=O)(NCCSc1nnnn1-c1ccccc1)c1ccc(F)cc1	6.4%
CC1=C(C(=O)Nc2cccnc2)C(c2ccccc2)n2nc(SCc3ccccc3F)nc2N1 (configuration not stated)	-3.2%
CCc1nnc(SCc2nc(-c3ccccc3)oc2C)c2cc3sccc3n12	-10.6%
COc1cc(C(=O)Nc2sc3c(c2C(N)=O)CCC(C)C3)cc(OC)c1OC (configuration not stated)	-1.7%
Cc1oc(-c2cccc(Cl)c2)nc1CS(=O)(=O)CC(=O)NCc1ccccc1Cl	-11.9%
CCOC(=O)C1CCC(CN(Cc2ccccc2)S(=O)(=O)c2ccc(Br)cc2)CC1 (configuration not stated)	-6.8%

Retrieved one by one from the entries so far, seven records:
SMILES	FLuc modulator
CCc1ccc(C(=O)c2cn(CC(=O)NCCc3ccc(OC)c(OC)c3)c3nc(C)ccc3c2=O)cc1	-13.1%
COc1ccc(Nc2oc(/C=C/c3cccc(OC)c3)nc2C#N)cc1	-16.1%
CC(C)Oc1ccc(C(=O)N2CC(=O)Nc3ccc(F)cc3C2c2ccc(F)cc2)cc1 (configuration not stated)	-2.1%
COc1ccccc1CNC(=O)CSc1nc(=O)[nH]c2c1CCCC2	1.4%
CCOC(=O)c1ccc(CSc2nnc3cc(C)c4ccccc4n23)cc1	-16.9%
COCCN1C(=O)c2oc3ccc(C)cc3c(=O)c2C12C(=O)N(C)c1ccccc12 (configuration not stated)	-6.3%
O=C(CC1C(=O)OCCN1Cc1ccccc1)Nc1ccc(F)cc1 (configuration not stated)	-1.5%
